MBD2 inh = inhibitors of human MBD2 binding to methylated oligonucleotide; Q9UBB5; TR-FRET; inhibition, % at 4.4 µM; 0.31% of 370,000 active; AID 686964; in the data active means inhibition above about 13%
Target sequence (Q9UBB5 whole entry, looked up): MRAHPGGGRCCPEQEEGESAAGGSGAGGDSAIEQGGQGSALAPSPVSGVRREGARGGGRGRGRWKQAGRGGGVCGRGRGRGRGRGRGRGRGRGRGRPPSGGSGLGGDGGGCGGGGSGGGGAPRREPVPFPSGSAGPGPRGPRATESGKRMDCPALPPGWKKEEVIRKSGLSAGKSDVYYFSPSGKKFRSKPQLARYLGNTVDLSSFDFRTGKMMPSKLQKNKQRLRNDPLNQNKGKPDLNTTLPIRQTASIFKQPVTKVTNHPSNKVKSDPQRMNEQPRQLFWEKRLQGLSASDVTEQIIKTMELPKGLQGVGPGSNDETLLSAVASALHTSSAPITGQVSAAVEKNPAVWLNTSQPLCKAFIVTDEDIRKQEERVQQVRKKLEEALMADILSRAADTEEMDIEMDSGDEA
HTRA1 inh = blocks human HTRA1 serine peptidase; Q92743; recombinant HTRA1, FP-rhodamine activity-based probe, fluorescence polarization; inhibition, % at 5.96 µM; 0.5% of 340,000 active; in the data active means inhibition above about 36%;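 further: 0% = enzyme with DMSO and 100% = wells lacking enzyme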
NPR2 activator = GC-B (human) receptor activation | P20594 | HEK293-GC-B cells, CNP EC30, cGMP TR-FRET; 0% at EC30 CNP, 100% saturating CNP | activation, % at 10 µM | 0.11% of 370,000 active | AID 1920062;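 active means activation at 10 µM reaching about 35% in either raw or pattern-adjusted values, limit read from the data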
SIAE primary = inhibitors of human sialic acid acetylesterase SIAE; Q9HAT2; SIAE FP-Rh probe binding, fluorescence polarization; inhibition, % at 9.66 µM; 0.69% of 370,000 active; AID 1053197;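 active means inhibition above a cutoff: mean of compounds within the control limits plus 3 SD of those, cut at about 17% in these data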;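 further: 0% = plate median of compound wells and 100% = probe without SIAE protein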
Target sequence (Q9HAT2 whole entry, looked up): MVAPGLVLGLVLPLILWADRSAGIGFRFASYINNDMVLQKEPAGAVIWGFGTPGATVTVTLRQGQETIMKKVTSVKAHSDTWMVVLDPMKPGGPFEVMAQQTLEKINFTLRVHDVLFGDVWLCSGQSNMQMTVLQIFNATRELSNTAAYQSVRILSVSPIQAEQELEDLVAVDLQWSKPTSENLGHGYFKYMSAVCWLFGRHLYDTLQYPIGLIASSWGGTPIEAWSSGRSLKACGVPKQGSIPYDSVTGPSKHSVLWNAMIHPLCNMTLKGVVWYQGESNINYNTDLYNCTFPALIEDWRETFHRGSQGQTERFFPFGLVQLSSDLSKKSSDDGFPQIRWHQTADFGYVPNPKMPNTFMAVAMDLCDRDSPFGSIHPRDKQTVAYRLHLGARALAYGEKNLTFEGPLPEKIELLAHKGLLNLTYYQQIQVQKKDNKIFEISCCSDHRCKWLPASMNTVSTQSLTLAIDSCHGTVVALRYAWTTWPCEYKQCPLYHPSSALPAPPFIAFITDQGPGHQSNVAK
rCAG binder = binds r(CAG) RNA repeats; inhibition, % at 3 µM; 1.3% of 370,000 active; r(CAG) RNA repeat, TO-PRO-1 dye displacement fluorescence;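 active means inhibition above the plate cutoff, the mean of all test compounds on that plate plus 3 SD, cut at about 35% in these data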;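 further: 0% = DMSO alone and 100% = 100 µM mitoxantrone as full dye displacement; higher means more dye released from RNA so lower well fluorescence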
NPR1 activator = GC-A (human) enzyme activation | HEK293 GC-A cells, cGMP TR-FRET, EC30 ANP; 0% at EC30 ANP, 100% saturating ANP | 0.14% of 370,000 active | AID 1671463 | activation, % at 10 µM; in the data active means activation above about 40%
TCR-CD3 inh = inhibitors of human TCR-CD3 interaction. 0.37% of 360,000 active. inhibition, % at 9.4 µM. TAMRA-labeled TCR probe fluorescence, biochemical; in the data active means inhibition above about 19%;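 further: recombinant mutant TCR 2C K166C tagged with TAMRA read by polarization; 0% = receptor in buffer alone and 100% = receptor with positive control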
UHRF1 MBD2 ctr = blocks human UHRF1 binding to methylated DNA. Q96T88. UHRF1 binding to methylated oligo, TR-FRET. inhibition, % at 4.4 µM. 0.75% of 370,000 active; in the data active means inhibition above about 21%;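 further: UHRF1 SRA domain binding a hemimethylated CpG hairpin DNA probe; 0% = median of test compound wells and 100% = reference inhibitor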
mABHD4 FP = inhibits mouse alpha/beta hydrolase domain 4; Q8VD66; inhibition, % at 8.92 µM; 0.54% of 370,000 active; purified mABHD4, FP-Rh probe fluorescence polarization;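 active means inhibition exceeding the mean over every tested compound plus 3 SD, cut at about 30% in these data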;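 further: 0% = plate median of compound wells and 100% = S159A mutant with DMSO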
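Test system: mABHD4 protein; Read-out basis: % inhibition; Incubation: 45 min + 60 min at 25 °C; Repeats: single replicate; Technique: fluorescence polarization with parallel and perpendicular emission, 525/598 nm; Compound: 8.92 µM, single dose; Benchmarks: full inhibition S159A mutant plus DMSO, zero as sample-well median.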
PRMT1 FP inh = blocks human protein arginine methyltransferase 1; Q99873; recombinant PRMT1, activity-based probe fluorescence polarization; inhibition, % at 2.79 µM; 1.3% of 370,000 active;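 active means inhibition above about 21% made by adding two undisclosed values, limit read from the data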
An asterisk follows results filed as active; · = no result given. Only part of the results is shown. The share of hits here may be higher or lower than overall.

SMILES	MBD2 inh	HTRA1 inh	NPR2 activator	SIAE primary	rCAG binder	NPR1 activator	TCR-CD3 inh	UHRF1 MBD2 ctr	mABHD4 FP	PRMT1 FP inh
CCCNC(=O)NC(=O)COC(=O)/C=C/c1cc(Br)ccc1F	3	7	2	-4	1	1	-3	13	-1	-1
C=CCNC(=O)NC(=O)COC(=O)c1ccccc1Sc1ccc(C(F)(F)F)cc1[N+](=O)[O-]	3	2	3	-11	0	-12	-2	4	2	0
Cc1ccc(NC(=O)COc2ccccc2C(=O)NCc2ccccc2)cc1	-6	-53	2	-10	2	-4	5	-2	-23	0
CCc1nnc(SCc2ccc(OC)c(Br)c2)n1N	-3	8	3	-2	-4	-1	-11	1	1	-1
CC(C)Oc1ccc(C(=O)OC(C)C(=O)Nc2nc(-c3cccc([N+](=O)[O-])c3)cs2)cc1 (centres undefined)	-1	-2	1	-7	9	-1	4	-2	-1	-2
CCC(C)C(NC(=O)C(N)CC(C)C)C(=O)NC(CCC(=O)OCc1ccccc1)C(N)=O (centres undefined)	-5	0	6	2	-7	1	4	-2	-1	0
CCCNC(=O)Cn1c(=O)/c(=C/c2ccc(-c3ccc([N+](=O)[O-])cc3)o2)s/c1=C\C(=O)C(C)(C)C	2	-4	2	2	18	5	-2	11	5	-11
O=C(COC(=O)c1cc(Br)ccc1Cl)NC1CC1	0	-1	-3	0	1	-1	-1	3	-3	1
S=c1nc(-c2ccco2)[nH][nH]1	-1	2	9	-1	0	6	6	1	5	2
O=C(Cn1cnc2c(NCc3ccccc3)ncnc21)NCCCc1ccccc1	2	0	-6	0	4	0	-10	2	-8	2
Cc1ccc(NCC(=O)N2CCN(S(=O)(=O)c3ccccc3)CC2)cc1F	-1	0	-1	5	-1	-4	-2	1	-1	3
COc1ccc(OC)c(C(c2nnnn2Cc2ccccc2)N2CCC(C(N)=O)CC2)c1 (centres undefined)	-1	6	4	1	-10	-6	5	-1	2	0
COc1cc(/C=C/C(=O)N(C)c2ccccc2C(=O)O)cc(OC)c1OC	2	-1	-3	4	0	-1	-4	0	-2	-1
Cc1ccc(S(=O)(=O)NCc2cccc([N+](=O)[O-])c2)cc1	4	0	0	3	4	0	-2	-1	3	-1
COc1ccc(C2=Nc3ccccc3N(C(=O)c3ccncc3)C2C(=O)NC(C)(C)C)cc1 (centres undefined)	-7	·	-3	0	2	-2	-3	2	5	-2
Cc1ccccc1CN1CCNC(=O)C1CC(=O)NCCN1CCCCC1=O (centres undefined)	0	0	6	8	-3	-1	8	8	6	0
Nc1ccc2c(c1)C(=O)c1ccccc1C2=O	-18	9	-5	-2	12	-2	-7	-16	27	0
CCN=C1NC(c2ccc(F)cc2)C(C(=O)OC)=C(C)N1Cc1ccccc1C(F)(F)F (centres undefined)	0	·	-18	5	4	-20	6	0	3	-5
COc1ccc(N2CCN(CCCNS(=O)(=O)c3ccc4c(c3)oc(=O)n4C)CC2)cc1	-5	1	3	-4	2	4	6	-3	4	-1
COc1cc(CC(C#N)(CO)c2nc3ccccc3[nH]2)ccc1OC(F)F (centres undefined)	-1	-7	1	3	0	-1	2	-2	7	0
Cc1ccc2c(c1)N(CC(=O)NCC1CCCO1)C(=O)C(C(C)C)O2 (centres undefined)	6	9	1	3	-2	1	0	10	1	-1
CC(=O)NC(CCS(C)(=O)=O)C(=O)Nc1ccc(Oc2ccccc2)cc1 (centres undefined)	-2	-5	-4	-4	4	10	-13	2	-8	-2
Cn1c(=O)c2cc(NC(=O)NCc3ccc(F)cc3)ccc2n1Cc1cccc(C(F)(F)F)c1	-4	·	2	6	1	0	1	-5	3	0
NC(=O)c1ccsc1NC(=O)COC(=O)c1ccccn1	0	-2	-5	-5	7	-4	1	-1	8	3
COC(=O)C(C)N(C#N)c1nc(C)cc(C)n1 (centres undefined)	0	2	7	-3	-2	-1	15	-2	-5	0

Some of these compounds in order of number of heavy atoms, rising:
SMILES	MBD2 inh	HTRA1 inh	NPR2 activator	SIAE primary	rCAG binder	NPR1 activator	TCR-CD3 inh	UHRF1 MBD2 ctr	mABHD4 FP	PRMT1 FP inh
COC(=O)C(C)N(C#N)c1nc(C)cc(C)n1 (centres undefined)	0	2	7	-3	-2	-1	15	-2	-5	0
O=C(COC(=O)c1cc(Br)ccc1Cl)NC1CC1	0	-1	-3	0	1	-1	-1	3	-3	1
CCc1nnc(SCc2ccc(OC)c(Br)c2)n1N	-3	8	3	-2	-4	-1	-11	1	1	-1
NC(=O)c1ccsc1NC(=O)COC(=O)c1ccccn1	0	-2	-5	-5	7	-4	1	-1	8	3
CCCNC(=O)NC(=O)COC(=O)/C=C/c1cc(Br)ccc1F	3	7	2	-4	1	1	-3	13	-1	-1
Cc1ccc2c(c1)N(CC(=O)NCC1CCCO1)C(=O)C(C(C)C)O2 (centres undefined)	6	9	1	3	-2	1	0	10	1	-1
CC(=O)NC(CCS(C)(=O)=O)C(=O)Nc1ccc(Oc2ccccc2)cc1 (centres undefined)	-2	-5	-4	-4	4	10	-13	2	-8	-2
Cc1ccc(NC(=O)COc2ccccc2C(=O)NCc2ccccc2)cc1	-6	-53	2	-10	2	-4	5	-2	-23	0
O=C(Cn1cnc2c(NCc3ccccc3)ncnc21)NCCCc1ccccc1	2	0	-6	0	4	0	-10	2	-8	2
CCN=C1NC(c2ccc(F)cc2)C(C(=O)OC)=C(C)N1Cc1ccccc1C(F)(F)F (centres undefined)	0	·	-18	5	4	-20	6	0	3	-5
COc1ccc(C2=Nc3ccccc3N(C(=O)c3ccncc3)C2C(=O)NC(C)(C)C)cc1 (centres undefined)	-7	·	-3	0	2	-2	-3	2	5	-2
Cn1c(=O)c2cc(NC(=O)NCc3ccc(F)cc3)ccc2n1Cc1cccc(C(F)(F)F)c1	-4	·	2	6	1	0	1	-5	3	0
CCCNC(=O)Cn1c(=O)/c(=C/c2ccc(-c3ccc([N+](=O)[O-])cc3)o2)s/c1=C\C(=O)C(C)(C)C	2	-4	2	2	18	5	-2	11	5	-11

Further results
SMILES	MBD2 inh	HTRA1 inh	NPR2 activator	SIAE primary	rCAG binder	NPR1 activator	TCR-CD3 inh	UHRF1 MBD2 ctr	mABHD4 FP	PRMT1 FP inh
O=C(CN1C(=O)CSC1=O)Nc1ccc(C(=O)O)cc1	-1	0	3	1	2	1	-1	0	-1	1
CC(C)C[C@@H](CNCC(=O)[C@H](CC(C)C)NC(=O)c1[nH]cnc1C(=O)N[C@H](CN)CC(C)C)NC(=O)c1nc[nH]c1C(=O)N[C@@H](Cc1ccccc1)C(=O)O	1	2	0	1	4	1	-1	2	6	3
COc1ccc(Cl)cc1NC(=O)c1cc(-c2ccccc2)on1	-1	-3	-16	0	1	-15	5	0	-2	-3
Cc1cccc(NC(=O)CCC(=O)N/N=C/c2ccc(O)cc2O)c1	-5	-1	4	-3	5	0	-2	1	-10	-4
COc1cc2c(cc1OC)CN(C(=O)C(C)(C)C)CC2	-4	3	4	5	-3	0	4	2	1	3
CC(C)c1c(C(=O)N/N=C/c2cccs2)nnn1-c1nonc1N	5	0	4	-2	0	-1	2	2	8	4
NC(=O)C1CCCN(C(=S)NCc2ccc3c(c2)OCO3)C1 (centres undefined)	2	6	2	-5	-1	-2	2	6	-3	0
O=C(COc1ccc2ccccc2c1)N/N=C/C1CC=CCC1 (centres undefined)	4	-4	-1	1	-1	5	4	-2	-2	0
O=C(O)CCCC(=O)Nc1ccn(-c2ccccc2)n1	-2	2	3	-2	0	2	4	4	6	0
CCc1nnc(NC(=O)CCC2CCCCC2)s1	3	6	9	-3	-1	2	-2	0	1	1
COc1cc2c(C(=O)N3CCN(c4cccc(Cl)c4)CC3)cn(C)c(=O)c2cc1OC	1	1	0	-5	-3	-2	-3	4	-9	4
O=C(N/N=C/c1ccncc1)c1cc(-c2ccc(Br)s2)[nH]n1	-1	-40	7	-42	6	14	-3	2	-36	1
O=C(Nc1ccc(Oc2ccc(NC(=O)Nc3ccccc3Cl)cc2)cc1)Nc1ccccc1Cl	-5	-1	-7	3	2	-1	-1	-4	-5	-4
CN(C)S(=O)(=O)c1ccc(N2CCCC2)c(C(=O)NC2CCCCC2)c1	-2	4	-8	6	1	1	3	-1	2	0
Cc1cccc(C)c1NC(=O)CN(C)C(=O)C(c1ccccc1)c1ccccc1	-1	4	-3	7	-3	1	0	2	0	2
Cc1nnc(NC(=O)c2ccco2)s1	3	1	1	3	1	0	-1	-1	7	-6
CCOC(=O)c1ccc(N2CCN(c3ccccc3F)CC2)c(NC(=O)Nc2cccc(OC)c2)c1	9	-41	1	-23	14	2	0	5	-11	8
Cc1ccccc1-c1nc2c(s1)CCc1onc(-c3ccc(Cl)cc3)c1-2	4	-1	5	3	1	-2	9	-1	1	1
C/C(=N\NC(=O)Cc1ccccc1)c1cccs1	2	-1	4	1	-4	-3	2	3	4	2
COc1ccc(C(=O)O)c(OC)n1	-3	8	-1	-4	-5	-5	-6	3	4	7
O=C(/C=C/c1ccccc1)c1ccccn1	-1	14	-8	2	6	-2	2	-6	-7	12
Cc1ccc(-c2nnc(SCC(=O)Nc3cccnc3Cl)n2N)cc1	-1	-1	-2	-1	-1	-2	7	-2	7	2
COc1cccc(CNc2nc3cc(-c4csc5ccccc45)sc3c(=O)n2C)c1	-5	·	0	-49	11	1	9	-2	-67	-2
CCOc1ccccc1CNC(=O)C1CCN(c2nn3c(=O)cc(C)nc3s2)CC1	1	8	-2	4	-1	0	8	0	0	0
Cc1ccc(NC(=O)C(=O)NC2CCCCC2)cc1	2	4	0	-2	1	4	-1	-1	-1	-3

Some of the entries above in a different format:
Fields – MBD2 inh | HTRA1 inh | NPR2 activator | SIAE primary | rCAG binder | NPR1 activator | TCR-CD3 inh | UHRF1 MBD2 ctr | mABHD4 FP | PRMT1 FP inh
- Cc1ccccc1-c1nc2c(s1)CCc1onc(-c3ccc(Cl)cc3)c1-2
→ 4 | -1 | 5 | 3 | 1 | -2 | 9 | -1 | 1 | 1
- CC(C)Oc1ccc(C(=O)OC(C)C(=O)Nc2nc(-c3cccc([N+](=O)[O-])c3)cs2)cc1 (centres undefined)
→ -1 | -2 | 1 | -7 | 9 | -1 | 4 | -2 | -1 | -2

Next section.
SMILES	MBD2 inh	HTRA1 inh	NPR2 activator	SIAE primary	rCAG binder	NPR1 activator	TCR-CD3 inh	UHRF1 MBD2 ctr	mABHD4 FP	PRMT1 FP inh
COC(=O)c1cc(C(=O)OC)cc(-n2c(C)cc(C(=O)COC(=O)CNS(=O)(=O)c3ccc(C)cc3)c2C)c1	1	-20	-1	-4	6	15	3	5	-4	2
CC(C)CCNC(=O)CN(C(=O)CCC(=O)Nc1nccs1)c1ccc2c(c1)OCCO2	1	0	1	1	1	-2	1	1	4	4
Cc1cccc(N2CCN(C(=O)c3nn(C)c4c3CS(=O)(=O)c3ccccc3-4)CC2C)c1 (centres undefined)	3	-1	-1	-1	2	-2	-6	0	0	3
CCOC(=O)c1cnc(Nc2ccccc2)nc1C(F)(F)F	1	-13	-11	-5	2	-6	5	-1	-11	-5
O=C1CCCCC1Oc1ccc2ccc(=O)oc2c1 (centres undefined)	5	-1	2	-7	0	1	0	3	6	1
CCC(CC)NC(=O)COC(=O)c1ccc2c(c1)C(=O)N(Cc1ccco1)C2=O	9	3	0	8	0	3	-4	1	-14	4
O=C(Oc1ccc(=O)n(-c2ccccc2)n1)c1ccccc1	2	8	-5	-6	-5	0	1	-1	2	-1
NNC(=O)c1cc(O)c(O)c(O)c1	10	79*	-1	6	10	1	57*	29*	36*	18
